N370S GC: inhibitors or activators of N370S glucocerebrosidase for Gaucher disease | N370S GC spleen homogenate, 4MU-glucoside fluorescence | Potency, µM (series often up to 59.4 µM), without a hit: top-dose activity change, negative = inhibition, usual class: inhibitors | hit rate 0.092% among 330,000;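 note: 0% = full enzyme activity and -100% = no enzyme basal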
FEN1 inh: human FEN1 inhibition | Recombinant FEN1 flap cleavage, fluorescence, 15 min | hit rate 0.35% among 390,000 | P39748 | Potency, µM (doses to about 114 µM), for inactives: top-dose activity change, negative = inhibition, actives largely listed as inhibitors; note: nearly all actives have a fitted effect of over 65% in size
Target sequence (P39748 whole entry, looked up): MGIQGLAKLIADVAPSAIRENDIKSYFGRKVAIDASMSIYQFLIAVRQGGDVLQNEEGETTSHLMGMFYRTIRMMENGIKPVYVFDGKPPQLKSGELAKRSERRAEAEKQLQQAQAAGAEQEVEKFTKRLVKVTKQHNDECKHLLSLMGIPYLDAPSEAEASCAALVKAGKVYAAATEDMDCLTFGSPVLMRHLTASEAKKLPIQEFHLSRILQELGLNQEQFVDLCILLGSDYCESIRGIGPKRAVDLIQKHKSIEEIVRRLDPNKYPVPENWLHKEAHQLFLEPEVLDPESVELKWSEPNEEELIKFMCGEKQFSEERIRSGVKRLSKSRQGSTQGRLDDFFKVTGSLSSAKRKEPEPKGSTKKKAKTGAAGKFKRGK
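Nuclease activity of 10 nM FEN1 was measured after 15 min of room-temperature exposure to titrated compounds, by adding 50 nM flap substrate and reading plates at 0 and 15 min.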
TDP1 block: TDP1 (human) enzyme inhibition | hit rate 0.28% among 350,000 | Potency, µM (series often up to 130 µM), inactives show top-dose activity change, negative = inhibition, usual class: inhibitors | recombinant TDP1, AlphaScreen DNA substrate cleavage; note: nearly all actives have a fitted effect of over 40% in size
Target sequence (Q9NUW8 whole entry, looked up): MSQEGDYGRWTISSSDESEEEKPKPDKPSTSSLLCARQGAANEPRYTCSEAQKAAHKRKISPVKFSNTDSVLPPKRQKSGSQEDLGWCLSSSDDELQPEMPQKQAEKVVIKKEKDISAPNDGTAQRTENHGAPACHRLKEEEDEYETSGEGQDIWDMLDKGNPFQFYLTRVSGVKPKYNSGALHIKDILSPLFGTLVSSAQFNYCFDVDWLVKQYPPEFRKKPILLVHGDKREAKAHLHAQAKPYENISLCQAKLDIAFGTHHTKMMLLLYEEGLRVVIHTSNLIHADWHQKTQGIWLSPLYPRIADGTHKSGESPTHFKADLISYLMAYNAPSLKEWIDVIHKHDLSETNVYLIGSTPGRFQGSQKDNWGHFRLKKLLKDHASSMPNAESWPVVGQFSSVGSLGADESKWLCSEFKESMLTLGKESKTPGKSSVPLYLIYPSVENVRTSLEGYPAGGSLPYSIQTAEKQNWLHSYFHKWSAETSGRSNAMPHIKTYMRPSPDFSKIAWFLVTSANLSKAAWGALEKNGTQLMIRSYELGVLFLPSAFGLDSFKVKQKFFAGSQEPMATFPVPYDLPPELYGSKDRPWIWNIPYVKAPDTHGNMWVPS
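Signal: AlphaScreen proximity between streptavidin donor and anti-FITC acceptor beads on intact substrate. Reaction: Tdp1 1 nM, substrate 15 nM final, 5 min RT after 15 min compound preincubation.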
* hit, by the source's call; ? = inconclusive; nt = not tested or not shown; & = joins results of further samples; [ ] = remark or other dose. Calls come from the whole dose curve; as a rule, active = well fitted curve in the direction sought with a large enough effect; inconclusive = small, poorly fitted or top-dose-only effect, or another doubt; inactive = no such curve, though single readings can be large; an effect the other way counts as inactive or inconclusive. Unless noted, % is set by controls: 0 for no effect and ±100 for the full control effect; potency is the fitted concentration of half-maximal effect.

SMILES | N370S GC | FEN1 inh | TDP1 block
CCCCCCCC/C=C\CCCCCCCC(=O)OCC(CO)OC(=O)CCCCCCC/C=C\CCCCCCCC (configuration not stated) | 12%&4% | nt | 9%&4%
CN(CC(=O)Nc1ccc(F)c(F)c1F)C(=O)CN1C(=O)NC2(CCCC2)C1=O | 3% | -3% | 0%
Nc1nc(CN2CCCCCC2)nc(Nc2ccccc2)n1 | -9% | -14% | 8%
O=C(Nc1cc(S(=O)(=O)N2CCOCC2)ccc1N1CCCCC1)c1ccc(Cl)cc1 | nt | -24% | 2%
CCOc1ccc2nc(N3CCCCCC3)sc2c1 | 22% | -3% | 1%
COc1ccc(C(CNC(=O)c2cccc(NS(=O)(=O)c3ccc(C)c(F)c3)c2)N(C)C)cc1 (configuration not stated) | 0% | -10% | 2%
CCCCNC(=O)c1onc(CSc2cccc(Cl)c2)c1C(=O)O | nt | 5% | 4%
O=C(Nc1ccc2c(c1)OCCO2)c1ccc(NC(=O)C2CCCO2)cc1 (configuration not stated) | -3% | 4% | 5%
O=C(CCNc1n[nH]c(=O)[nH]c1=O)N/N=C\c1ccc(Br)cc1 | -6% | 3% | 3%
CCO/N=C/C(=O)Nc1ccc(F)cc1F | 12% | -10% | nt
Cc1ccc(C)c(N2CCN(C(=O)CCc3nc4ccccc4[nH]3)CC2)c1 | -7% | -3% | 1%
O=C1CCC(=O)N1c1ccc(S(=O)(=O)Nc2cccc([N+](=O)[O-])c2)cc1 | -6% | -6% | 4%
CC(C)(C)NC(=O)CN(CCc1ccccc1)C(=O)c1csnn1 | 2% | 0% | -4%
CSCCC(NC(=O)c1ccccc1)C(=O)Nc1ccc(NC(C)=O)cc1 (configuration not stated) | -5% | nt | 3%
C=CCn1c(=O)c(C(=O)Nc2cc(C)ccn2)c(O)c2ccccc21 | -16% | 3% | nt
O=C(NNc1nc(Nc2ccccc2)nc(N2CCOCC2)n1)Nc1ccc(Cl)cc1 | 7% | -4% | 2%
O=C(NC1CCCC1)c1cccc(S(=O)(=O)N2CCCCC2)c1 | 1% | -3% | -2%
O=S(=O)(c1cccc(C(F)(F)F)c1)N1CCC(O)(c2cccnc2)CC1 | -5% | -9% | 4%
CC1C=CCC2C(=O)N(c3ccccc3OC(=O)c3ccco3)C(=O)C12 (configuration not stated) | 1% | -2% | 2%
Cc1onc(-c2ccccc2Cl)c1C(=O)Nc1ccc(S(=O)(=O)NCC2CCCO2)cc1 (configuration not stated) | 0% | -13% | 2%

Next section, overlapping the part above by 2 compounds.
SMILES | N370S GC | FEN1 inh | TDP1 block
CC1C=CCC2C(=O)N(c3ccccc3OC(=O)c3ccco3)C(=O)C12 (configuration not stated) | 1% | -2% | 2%
Cc1onc(-c2ccccc2Cl)c1C(=O)Nc1ccc(S(=O)(=O)NCC2CCCO2)cc1 (configuration not stated) | 0% | -13% | 2%
O=C(/C=C/c1ccc(Cl)cc1Cl)c1nc2ccccc2[nH]1 | 7% | 0% | 0%
O=C(N/N=C/c1cccnc1)c1cccc(N2CCCC2=O)c1 | 2% | 15% | 0%
COc1ccccc1N(CC(=O)NC1CCCC1)C(=O)c1oc(C(C)(C)C)cc1C | 8% | -13% | 5%
COc1ccccc1OCCn1c(=O)sc2ccccc21 | 2% | -2% | 0%
Cc1ccn2c(Nc3ccc4c(c3)OCCO4)c(-c3ccc(N(C)C)cc3)nc2c1 | nt | -17% | 2%[12.3 µM]
Cn1c(=O)cc(SCC(=O)N2CCOCC2)c2ccc(Cl)cc21 | 4% | -8% | 0%
C=CCNC(=S)NNC(=O)C(CCCC)CC(O)COCC(C)C (configuration not stated) | 1% | -2% | 1%
O=C(COC(=O)c1cnccn1)Nc1ncc(C(F)(F)F)cc1Cl | nt | 4% | 1%
Cc1ccccc1S(=O)(=O)Cc1ccc(C(=O)NCCN(C)Cc2ccccc2)o1 | -5% | 21% | 1%
COc1ccc(N2CC(NC(=O)/C=C\c3ccc4c(c3)OCO4)CC2=O)cc1OC (configuration not stated) | nt | -18% | 5%
O=C1C=C(c2ccc(Cl)c(C(F)(F)F)c2)C[C@@H](c2ccc3c(c2)OCO3)C1 | nt | -6% | 3%
Cc1ccc(N2CC(C(=O)Nc3ccc(S(=O)(=O)N4CCOCC4)cc3)CC2=O)cc1Cl (configuration not stated) | -11% | 5% | nt
COc1ccc(N2CCN(C(=O)CNC(=O)c3cccc(Br)c3)CC2)cc1 | -3% | 11% | 3%
CC(=O)Nc1cc(C(=O)N2CCN(C)CC2)ccc1S(=O)(=O)c1ccc(C)cc1 | -2% | 4% | -3%
COc1ccc(-c2n[nH]c(=S)n2-c2ccccc2C)cc1 | 3% | 1% | nt
COc1ccc(NC(=O)c2oc3ccccc3c2NC(=O)C23CC4CC(CC(C4)C2)C3)c(OC)c1 | nt | 3% | 6%
CN(CC1COc2ccccc2O1)C(=O)c1cc(COc2c(F)cccc2F)on1 (configuration not stated) | 3% | -12% | -3%
CCc1cccc(C)c1N(C(=O)Cn1c(CO)nc2ccccc21)C(C)COC (configuration not stated) | 29% | -1% | 4%
Cc1ccc(S(=O)(=O)Nc2ccc3[nH]c(=O)[nH]c3c2)c(C)c1 | 29% | -7% | 1%
COc1ccc(C(=O)/C=C/Nc2cccc(O)c2)cc1 | -8% | -1% | -2%

Rewritten with values ahead of the structure: part of the list above
N370S GC	FEN1 inh	TDP1 block	Structure
7%	0%	0%	O=C(/C=C/c1ccc(Cl)cc1Cl)c1nc2ccccc2[nH]1
2%	15%	0%	O=C(N/N=C/c1cccnc1)c1cccc(N2CCCC2=O)c1
8%	-13%	5%	COc1ccccc1N(CC(=O)NC1CCCC1)C(=O)c1oc(C(C)(C)C)cc1C
2%	-2%	0%	COc1ccccc1OCCn1c(=O)sc2ccccc21
nt	-17%	2%[12.3 µM]	Cc1ccn2c(Nc3ccc4c(c3)OCCO4)c(-c3ccc(N(C)C)cc3)nc2c1
4%	-8%	0%	Cn1c(=O)cc(SCC(=O)N2CCOCC2)c2ccc(Cl)cc21
1%	-2%	1%	C=CCNC(=S)NNC(=O)C(CCCC)CC(O)COCC(C)C (configuration not stated)
nt	4%	1%	O=C(COC(=O)c1cnccn1)Nc1ncc(C(F)(F)F)cc1Cl
-5%	21%	1%	Cc1ccccc1S(=O)(=O)Cc1ccc(C(=O)NCCN(C)Cc2ccccc2)o1
nt	-18%	5%	COc1ccc(N2CC(NC(=O)/C=C\c3ccc4c(c3)OCO4)CC2=O)cc1OC (configuration not stated)
nt	-6%	3%	O=C1C=C(c2ccc(Cl)c(C(F)(F)F)c2)C[C@@H](c2ccc3c(c2)OCO3)C1
-11%	5%	nt	Cc1ccc(N2CC(C(=O)Nc3ccc(S(=O)(=O)N4CCOCC4)cc3)CC2=O)cc1Cl (configuration not stated)
-3%	11%	3%	COc1ccc(N2CCN(C(=O)CNC(=O)c3cccc(Br)c3)CC2)cc1
-2%	4%	-3%	CC(=O)Nc1cc(C(=O)N2CCN(C)CC2)ccc1S(=O)(=O)c1ccc(C)cc1

Next section:
SMILES | N370S GC | FEN1 inh | TDP1 block
CC(C)c1ccc(CNC(=O)c2ccc(N3CCCC3)c(NC(=O)NCc3ccccc3)c2)cc1 | nt | 4% | 1%
CCc1cccc(CC)c1-n1c(SCn2nnc3ccccc3c2=O)nnc1-c1cccnc1 | 8% | -1% | 6%
Cc1cccc(NC(=O)Cn2cc(C(=O)c3ccco3)c3ccccc32)c1C | nt | 0% | -15%
CCCN(C(=O)Cc1c(C(=O)O)n(C)c2ccccc12)c1cccc(C)c1 | -22% | -14% | nt
COc1cc(C#Cc2c(-c3ccccc3)n(C)c3ccccc23)cc(OC)c1 | ? | -10% | nt
O=C(CC1SCCNC1=O)Nc1cccc(C(F)(F)F)c1 (configuration not stated) | 4% | 1% | 5%
COCCN(C(=S)Nc1ccc(C)cc1)C(C)c1cccnc1 (configuration not stated) | -9% | -15% | 7%
O=C(Cc1ccc([N+](=O)[O-])cc1)NNC(=O)c1cccs1 | -7% | 2% | nt
CCOC(=O)c1c(NC(=O)c2cc(CC)on2)sc(C(C)=O)c1C | nt | -7% | 3%
CCOC(=O)C1(CCCc2ccccc2)CCN(C(=O)c2cnn(CC)c2)CC1 | 3% | -10% | -3%
O=C(OCC(=O)N1CCOCC1)c1ccccc1SCC(=O)N1CCCC1 | 1% | -1% | -1%
Cc1nc(C(=O)NNC(=O)c2ccccc2Cl)c(C(F)(F)F)o1 | -1% | 9% | 5%
S=c1[nH]nc(-c2cc(-c3ccccc3)n[nH]2)n1/N=C/C(Br)=C/c1ccccc1 | 0% | ? | 6%
Cc1ccc(/C=N/Nc2nc(C)cc(C)n2)cc1 | -4% | -3% | nt
COc1cc(Cl)c(C)cc1NC(=O)CSc1ccc(NC(C)=O)cc1 | 0% | -15% | -3%
COc1ccccc1N1CCN(C2=NS(=O)(=O)c3ccccc32)CC1 | -1% | -6% | 6%
CC(C)[C@H](NC(=O)c1ccccc1)C(=O)OCC(=O)Nc1ccc2c(c1)OCCO2 | 20% | 9% | -2%
CC(C)(C)C(=O)c1sc2nc(-c3cccs3)cc(C(F)(F)F)c2c1N | ? | 11% | 6%
O=C(COc1ccc(Cl)cc1Cl)NCc1ccco1 | -4% | -13% | 1%
O=c1[nH]c2ccccc2c(=O)n1CCCO | 8%[12.8 µM] | 30% | -6%
CCOc1ccc(OCC)c(NC(=O)c2cnn(-c3ccc(F)cc3)c2C2CCN(C(=O)OC(C)(C)C)CC2)c1 | nt | -29% | -3%
Cc1c(NC(=O)c2ccco2)cccc1C(=O)NN1C(=O)c2ccccc2C1=O | -1% | 20% | 5%
O=C(N/N=C/c1ccc(OC(F)F)cc1OC(F)F)NC1CCCCC1 | ? | -17% | -2%
CCn1cc(CCCC(=O)NCc2cccc(OC)c2)c2ccccc21 | -4% | -3% | nt
COc1ccc(C2CC(=O)C(C=NCCN3CCN(C(C)=O)CC3)=C(O)C2)cc1 (configuration not stated) | 9% | 1% | -5%
Cc1cccc(NC(=O)c2nc[nH]c2C(=O)N2CCN(C(=O)OC(C)(C)C)CC2)c1 | nt | -4% | 2%
CC(C)c1ccc(C2(O)C(=O)Nc3cc(Br)ccc32)c(O)c1 (configuration not stated) | -4% | -7% | nt
C=CCOC(=O)N[C@H](c1cccc(C(F)(F)F)c1)C(C(C)=O)C(C)=O | -10% | nt | -6%
Cc1ccc(NC(=S)N(CCCN2CCCC(C)C2)Cc2ccco2)cc1C (configuration not stated) | -9% | -4% | -5%
Cc1cc(Cl)ccc1OCC(=O)N1C(C)CCCC1C (configuration not stated) | 7% | 7% | 6%
O=C(Nc1ccc(NC(=O)c2ccccc2Cl)nc1)c1ccco1 | -7% | -5% | nt
COc1ccc(CCNCC(O)COc2cccc(C(C)=O)c2)cc1OC (configuration not stated) | 0% | 8% | nt
COc1cc(OC)cc(C(=O)N[C@H](C(=O)OCC(=O)c2ccc(C)c([N+](=O)[O-])c2)C(C)C)c1 | nt | 12% | 1%
CCc1cccc(CC)c1NC(=O)CCS(=O)(=O)c1ccc(Br)s1 | nt | 6% | 0%
Cc1ccc(N2CC(NC(=O)C3CC3)CC2=O)cc1 (configuration not stated) | -3% | 15% | nt
O=C(Nc1ccccc1)OCC(CN1CCCCC1)OC(=O)Nc1ccccc1 (configuration not stated) | 5%&-19% | -7% | 6%
Cc1c(Cc2ccccc2)c(=O)oc2c(C)c(OCC(=O)Nc3ccc(C#N)cc3)ccc12 | 6% | -8% | 3%
COc1ccc(OCC(=O)Nc2ccc(S(=O)(=O)N(C)c3ccccc3)cc2)cc1 | -3% | -14% | 5%
O=S1(=O)C2CC3CCC2(CN1Cc1cccc(F)c1)O3 (configuration not stated) | -2% | -3% | 0%
CC(=O)Nc1ccc(S(=O)(=O)NCC(=O)N2CCN(S(=O)(=O)c3cccs3)CC2)cc1 | nt | 18% | 1%
COC(=O)c1scc(-c2ccc(C)cc2)c1S(=O)(=O)Nc1ccc(OC(F)(F)F)cc1 | nt | 21% | 5%
COCC(=O)Nc1ccc(C(=O)Nc2ccccc2Cl)cc1 | -6% | nt | 3%
COc1ccc(Nc2ncnc3sccc23)c(OC)c1 | -4% | 2% | 1%
CCc1cc2c(=O)c(-c3ccc4c(c3)OCCO4)coc2cc1OS(C)(=O)=O | 9% | -6% | 3%
COc1ccc(/C=C/c2c([N+](=O)[O-])c(=O)n(C)c(=O)n2C)cc1O | -4% | -17% | 1%
O=C(NCC1CCCN1S(=O)(=O)c1cccs1)c1ccc(F)c(F)c1 (configuration not stated) | -7% | 3% | -6%
CCOc1cc(C(=O)N(C)Cc2cc3cc(OC)ccc3[nH]c2=O)cc(OCC)c1OCC | 2% | 5% | 4%
CC(C)CNC(=O)COC(=O)c1c2c(nc3ccccc13)CCC2 | -6% | -10% | 0%
O=C(NCc1cccnc1)C1c2ccccc2C(=O)N1C1CCCC1 (configuration not stated) | 2% | -2% | 4%
COc1ccc(S(=O)(=O)NCCc2sc(C)nc2C)cc1 | nt | -9% | 1%
COc1cccc(-c2noc(COc3ccc(C(C)(C)C)cc3)n2)c1 | nt | -19% | -14%
CC(NC(=O)c1ccc2c(c1)OCO2)C(c1cccs1)N1CCN(c2ccccc2)CC1 (configuration not stated) | -21% | -2% | 3%
CC(C)NC(=S)NC1(C)CCS(=O)(=O)C1 (configuration not stated) | -3% | 4% | -5%
COc1ccc(N=C2S/C(=C\c3ccco3)C(=O)N2CC(C)C)cc1 | -17% | -5% | 4%
CSc1nc2c(c(=O)[nH]1)C(c1ccc(F)cc1)CC(=O)N2 (configuration not stated) | 9% | -5% | -2%
